D1 agonist: human D1 receptor agonism; activation, % at 2 µM; AID 504660; HEK293 T-REx D1 cells, calcium flux, agonist mode; P21728; actives 1% (n = 360,000); also: 0% is about no effect
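Tetracycline-induced HEK293 TREx D1 cells, force-coupled to calcium signalling, were dye-loaded with a no-wash calcium kit. Compound was pin-added after a 10 s baseline. Fluorescence was read kinetically at 1 cycle/s for 180 s, with calcium rises flagged as agonism.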
TRHR enhancer: allosterically enhances the human TRH receptor; TRHR cells, fluo-8 calcium fluorescence, EC20 TRH enhancement; P34981; enhancement, % at 2 µM; actives 0.66% (n = 360,000); in the data active = enhancement above about 30%; also: 0% is about no effect
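Enhancer read-out: after compound pinning and an initial kinetic agonist-mode read, an EC20 of TRH (10 nM final) was injected and fluo-8 calcium signal (Ex 480/Em 530) followed at 1 s/cycle for 100 cycles in TRHR-expressing cells.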
RXFP1 antag: antagonists of human relaxin receptor RXFP1; activity change, negative = inhibition, % at 57.5 µM; actives 0.59% (n = 350,000); AID 1259400; Q9HBX9; HEK293-RXFP1, relaxin-stimulated cAMP HTRF, 30 min; hits give low values;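 active = activity change of -60% or lower, but not beyond a set lower limit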; also: % is scaled to controls: 0 for no effect and ±100 for the full control effect
Target sequence (Q9HBX9 whole entry, looked up): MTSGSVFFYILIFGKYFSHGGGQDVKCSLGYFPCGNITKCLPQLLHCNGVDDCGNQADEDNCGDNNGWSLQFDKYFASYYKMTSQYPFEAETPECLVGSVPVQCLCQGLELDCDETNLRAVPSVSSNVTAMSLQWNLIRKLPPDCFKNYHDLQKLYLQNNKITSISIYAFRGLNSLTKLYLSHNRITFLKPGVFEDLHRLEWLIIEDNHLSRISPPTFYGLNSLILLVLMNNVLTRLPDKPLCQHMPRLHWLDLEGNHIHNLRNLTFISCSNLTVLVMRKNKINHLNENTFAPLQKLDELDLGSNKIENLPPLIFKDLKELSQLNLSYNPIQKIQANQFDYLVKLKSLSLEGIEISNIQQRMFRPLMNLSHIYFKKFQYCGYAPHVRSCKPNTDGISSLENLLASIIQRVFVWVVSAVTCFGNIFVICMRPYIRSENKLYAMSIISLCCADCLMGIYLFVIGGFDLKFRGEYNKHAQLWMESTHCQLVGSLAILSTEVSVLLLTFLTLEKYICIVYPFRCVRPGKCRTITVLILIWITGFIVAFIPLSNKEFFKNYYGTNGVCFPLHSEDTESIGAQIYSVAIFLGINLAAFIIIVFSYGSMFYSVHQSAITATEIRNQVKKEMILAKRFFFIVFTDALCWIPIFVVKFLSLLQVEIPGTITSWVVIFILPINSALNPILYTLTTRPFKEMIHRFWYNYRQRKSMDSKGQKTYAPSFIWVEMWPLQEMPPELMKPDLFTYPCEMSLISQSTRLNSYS
D2 potentiator: D2 dopamine receptor (human) potentiation | HEK293 T-REx D2, calcium flux, EC20 dopamine potentiation | actives 0.34% (n = 340,000) | potentiation, % at 10 µM | AID 485347;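 active = potentiation over 3 SD above the plate norm, cut at about 30% in these data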; also: 0% is about no effect
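Tetracycline-induced HEK293 T-REx cells force-coupled to calcium signalling expressed D2; compounds were pin-added after a 10 s baseline, read kinetically 180 s, then an EC20 dopamine challenge followed with a further 180 s calcium read.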
D2 agonist: activates the human D2 dopamine receptor; P14416; HEK293 T-REx D2 cells, calcium flux agonist mode; activation, % at 2 µM; actives 0.53% (n = 340,000);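 active = activation over 3 SD above normal in the single-dose calcium agonist read, cut at about 30% in these data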; also: 0% is about no effect
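Calcium-flux readout, 1 cycle/sec over 180 s following compound pin transfer, in inducible HEK293 Trex D2 cells (force-coupled); dopamine controls included. Positive calcium responses during this window marked compounds as potential agonists.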
D2 antag: antagonists of human D2 dopamine receptor | inhibition, % at 10 µM | HEK293 TREx D2 cells, calcium flux, dopamine EC80 | actives 2% (n = 340,000) | AID 485344; in the data active = inhibition above about 30%; also: 0% is about no effect
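Cells plated overnight at 30 C with tetracycline; no-wash calcium dye, 30–90 min RT; 10 s baseline; compound pinned; 180 s read; EC80 dopamine added; another 180 s read.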
TRHR agonist: TRH receptor (human) agonism. P34981. TRHR cells, calcium flux fluo-8, FDSS agonist mode. activation, % at 2 µM. actives 0.18% (n = 360,000). AID 493084; also: 0% is about no effect
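In this calcium-flux screen, cells bearing human TRHR are dye-loaded with fluo-8, baselined for 10 cycles, then exposed to library compounds; positive kinetic calcium responses during the agonist phase mark hits, with TRH as control.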
D1 antagonist: antagonists of human D1 dopamine receptor | P21728 | HEK293 TREx D1 cells, calcium flux, dopamine EC80; hits give low values | activity change, negative = inhibition, % at 10 µM | actives 3.2% (n = 360,000); in the data active = activity change below about -30%; also: % is scaled to controls: 0 for no effect and ±100 for the full control effect
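Compound effects on dopamine-evoked calcium signalling were measured in tetracycline-induced HEK293 Trex D1 cells. Dopamine at EC80 followed a 180 s compound pre-read, and fluorescence was tracked kinetically for 180 s more.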
D1 PAM: enhances dopamine response at the human D1 receptor; P21728; HEK293 TREx D1 cells, calcium flux, dopamine EC20 potentiation; potentiation, % at 10 µM; actives 0.036% (n = 360,000); AID 504651; in the data active = potentiation above about 30%; also: 0% is about no effect
Starred values were filed as active, the others as inactive; nt = not tested or not shown. Rule as the data show it, unless noted: active = activation above about 30%; inactive = the rest.

SMILES	D1 agonist	TRHR enhancer	RXFP1 antag	D2 potentiator	D2 agonist	D2 antag	TRHR agonist	D1 antagonist	D1 PAM
O=C1c2ccccc2C(Nc2ccc3c(c2)OCCO3)N1Cc1ccccc1 (configuration not stated)	0	-3	-28	5	-0.5	-11	-0.6	3	nt
COC(=O)c1ccc(C2c3c(n[nH]c3C)C(=O)N2c2ccc(C)cc2)cc1 (configuration not stated)	2	1	nt	5	-1.1	-5	-0.1	-4	-6
CCc1c(C)sc2c1CCN(C(=O)Nc1ccccc1Cl)C2c1ccc(OC)cc1 (configuration not stated)	4	-9	-13	0	-1.2	nt	1.0	-17	0
Cc1c(Cl)cccc1N/C(SCC(=O)N1CCCCCC1)=C(/C#N)c1nc2ccccc2s1	2	2	nt	-6	0.8	3	0.8	-16	-4
COc1ccc(N(CC(=O)N/N=C/c2ccc(N(C)C)cc2)S(=O)(=O)c2ccccc2)cc1	1	-5	-14	-6	-1.1	-11	0.1	4	-7
O=[N+]([O-])c1ccc(-c2ccc(/C=N/c3c(-c4ccco4)nc4ccccn34)o2)c(Cl)c1	0	3	nt	3	-0.7	-3	-0.1	-11	-2
Cc1ccc(C(=O)NCc2ccco2)cc1Br	1	11	-30	-5	-0.4	1	-0.1	-7	-3
CCC(=O)c1cc(F)c(N2CCN(S(=O)(=O)c3ccccc3)CC2)cc1C	3	1	-22	-9	0.5	7	0.5	-1	26
Cc1c(NC(=O)/C=C/c2cn(-c3ccccc3)nc2-c2ccc(F)cc2)c(=O)n(-c2ccccc2)n1C	2	6	7	10	-0.2	3	0.2	1	-1
Cc1ccc(NC(=O)Cc2ccc(-c3ccccc3)cc2)nc1	7	-4	-13	-12	-2.1	-9	0.1	-18	-4

Sorted by SMILES length (low to high): some entries from above.
SMILES	D1 agonist	TRHR enhancer	RXFP1 antag	D2 potentiator	D2 agonist	D2 antag	TRHR agonist	D1 antagonist	D1 PAM
COC(=O)c1ccc(C2c3c(n[nH]c3C)C(=O)N2c2ccc(C)cc2)cc1 (configuration not stated)	2	1	nt	5	-1.1	-5	-0.1	-4	-6
COc1ccc(N(CC(=O)N/N=C/c2ccc(N(C)C)cc2)S(=O)(=O)c2ccccc2)cc1	1	-5	-14	-6	-1.1	-11	0.1	4	-7
Cc1c(NC(=O)/C=C/c2cn(-c3ccccc3)nc2-c2ccc(F)cc2)c(=O)n(-c2ccccc2)n1C	2	6	7	10	-0.2	3	0.2	1	-1

Reformatted: results already given
Order of values – D1 agonist, TRHR enhancer, RXFP1 antag, D2 potentiator, D2 agonist, D2 antag, TRHR agonist, D1 antagonist, D1 PAM
COc1ccc(N(CC(=O)N/N=C/c2ccc(N(C)C)cc2)S(=O)(=O)c2ccccc2)cc1
→ 1, -5, -14, -6, -1.1, -11, 0.1, 4, -7
O=[N+]([O-])c1ccc(-c2ccc(/C=N/c3c(-c4ccco4)nc4ccccn34)o2)c(Cl)c1
→ 0, 3, nt, 3, -0.7, -3, -0.1, -11, -2
Cc1c(NC(=O)/C=C/c2cn(-c3ccccc3)nc2-c2ccc(F)cc2)c(=O)n(-c2ccccc2)n1C
→ 2, 6, 7, 10, -0.2, 3, 0.2, 1, -1
CCc1c(C)sc2c1CCN(C(=O)Nc1ccccc1Cl)C2c1ccc(OC)cc1 (configuration not stated)
→ 4, -9, -13, 0, -1.2, nt, 1.0, -17, 0
Cc1ccc(NC(=O)Cc2ccc(-c3ccccc3)cc2)nc1
→ 7, -4, -13, -12, -2.1, -9, 0.1, -18, -4
O=C1c2ccccc2C(Nc2ccc3c(c2)OCCO3)N1Cc1ccccc1 (configuration not stated)
→ 0, -3, -28, 5, -0.5, -11, -0.6, 3, nt
Cc1c(Cl)cccc1N/C(SCC(=O)N1CCCCCC1)=C(/C#N)c1nc2ccccc2s1
→ 2, 2, nt, -6, 0.8, 3, 0.8, -16, -4

The list goes on:
SMILES	D1 agonist	TRHR enhancer	RXFP1 antag	D2 potentiator	D2 agonist	D2 antag	TRHR agonist	D1 antagonist	D1 PAM
CCn1c(SCC(=O)NC(=O)Nc2ccc3c(c2)OCCO3)nnc1-c1cccs1	1	-2	-1	-4	0.1	-14	0.2	31	1
Cc1ccc(CNC(=O)CN2C(=O)COc3ccc(C)cc32)cc1	1	-11	1	-3	-0.2	14	-0.5	11	-4
C/C(Cl)=C/Cn1c(NCCCn2ccnc2)nc2c1c(=O)[nH]c(=O)n2C	-1	-12	2	-9	0.2	17	-0.5	-12	0
CCN1CCN(c2ccc(S(=O)(=O)N3CCOCC3)cc2NC(=O)C(C)Oc2cccc(Cl)c2)CC1 (configuration not stated)	6	5	24	-7	0.0	-5	0.9	4	-3
CN(C)c1cc(NC(=O)CNC(C)(C)C)c2ccccc2n1	0	-5	-2	-3	-0.5	12	0.4	-10	-6
CCOC(=O)c1c(NC(=O)CSc2nnnn2-c2ccc(OC)cc2)sc(C)c1C	1	-5	0	1	-0.2	10	0.3	21	-1
CC(C(=O)NCc1cccs1)N1CCN(S(=O)(=O)c2ccc3c(c2)OCCCO3)CC1 (configuration not stated)	1	0	-15	-2	-0.3	4	0.5	-23	-3
CCCS(=O)(=O)c1c(S(=O)(=O)CCC)c2c(N)cccn2c1C(=O)c1ccccc1	0	-2	15	-2	0.8	11	-0.8	13	-1
CCn1c(C(=O)N2CCCC(C(=O)NCCCOC)C2)cc2sccc21 (configuration not stated)	0	4	-2	-1	-0.6	nt	-0.3	23	-1
Cc1cccc(N2CCN(c3ncnc4c3nc3n4CCCCC3)CC2C)c1 (configuration not stated)	4	-6	-70*	5	-1.1	nt	-0.9	-7	0
O=C(c1cc(Cl)ccc1OCc1ccccc1)N1CCOCC1	1	2	-2	0	-0.2	5	0.2	1	4
O=C(NCC1CCCO1)C1CCN(S(=O)(=O)N2CCCC2)CC1 (configuration not stated)	0	6	-5	-2	0.1	15	1.1	7	-1
CCc1c(C)sc2nc3c(C(=O)N4CCOCC4)cc(C(=O)c4ccccc4O)cn3c(=O)c12	-2	-1	7	-4	-0.3	-10	-0.3	13	3
Cc1ccc(CS(=O)Cc2ccc(C(=O)N3CCN(c4ccccc4)CC3)o2)cc1 (configuration not stated)	0	-8	-4	-11	7.6	-10	-0.3	12	-12
CC(=O)N1CCc2cc(S(=O)(=O)NCCC(=O)N3CCN(Cc4ccccc4)CC3)ccc21	5	12	1	-1	0.6	-3	0.1	20	0
Cc1ccc(N=C(N)N=C(N)N)c(C)c1	2	-6	8	-7	0.1	7	0.3	-5	0
CCOC(=O)N1CCN(CC(O)COC2CC(C)CCC2C(C)C)CC1 (configuration not stated)	4	-3	-10	4	-2.8	1	0.0	7	-6
CCN1CN(CCc2ccccc2)CNC1=S	1	-2	-7	6	-0.2	-4	0.2	1	-1
COc1ccc(S(=O)(=O)N2CCCCCC2)cc1NC(=O)Cc1ccccc1	8	-4	-8	3	1.0	-1	0.0	0	-2
CCCC1=Nc2cc(C(=O)N3CCC(C(N)=O)CC3)ccc2Sc2ccccc21	1	0	-4	11	-0.1	6	-0.3	28	1
Clc1ccc(-c2nnc3ccccn23)cc1	1	6	0	9	-0.2	3	-0.6	0	1
COc1ccc(OCC(O)CN2CCCCCC2)cc1 (configuration not stated)	3	4	5	7	-0.7	-6	0.3	1	-3
COc1ccccc1-c1nc(NC(C)=O)n[nH]1	1	0	-4	10	0.4	-1	0.2	1	1
COc1ccccc1OC(C)C(=O)Nc1cccc(-c2nc3ccccc3s2)c1 (configuration not stated)	12	-1	nt	-1	0.9	nt	0.7	3	0
COCCN1C(=O)CC(NNC(=O)c2ccc(S(=O)(=O)N3CCCC3)cc2)C1=O (configuration not stated)	3	-4	1	6	2.4	-1	0.4	11	2
CC(C)[C@H](NC(=O)N1CCn2c1nc1ccccc12)C(=O)NCc1ccc2c(c1)OCO2	3	1	12	8	-0.3	12	-0.6	-4	2
S=c1nc(-c2ccccc2)[nH]c2ccccc12	3	8	6	3	3.4	15	0.5	0	-4
COc1ccccc1CNC(=O)CCC1N=C2c3ccccc3N=C(SCc3ccccc3Cl)N2C1=O (configuration not stated)	2	7	-11	5	0.4	nt	0.0	12	0
COc1ccc(NC(=S)Nn2cnnc2)cc1OC	2	-8	-3	-10	1.4	1	0.2	-11	-4
COc1ccc(C)cc1NC(=O)CN1C(=O)COc2ccc(S(=O)(=O)NC3CCCC3)cc21	-1	-7	-10	3	0.8	nt	0.0	7	5
CC1CCCN(Cc2c(O)ccc3c(=O)c(-c4ccc(Cl)cc4)c(C(F)(F)F)oc23)C1 (configuration not stated)	1	0	-3	9	nt	nt	1.1	-28	2
CC(C)C[C@H]1CN=C(Nc2ccccc2)N1CC1CCCCC1	13	-3	nt	-14	-0.1	10	0.8	-5	0
Cc1csc(NC(=O)CSc2[nH]c(=O)ncc2C)n1	27	4	-6	-6	-1.0	-7	0.0	19	-1
O=S(=O)(c1ccccc1Br)N1CCC(O)(c2cccnc2)CC1	5	11	-3	8	nt	nt	0.6	4	-1
O=C(CC(C(=O)O)c1ccccc1)Nc1cccc2ccccc12 (configuration not stated)	1	20	11	13	0.8	-6	0.4	-15	-9
COc1ccc(CCNC(=O)c2c(-c3ccccc3)noc2C)cc1OC	0	-8	6	-9	-0.8	15	0.7	4	-1
O=C(c1ccc2c(c1)OCO2)N1CCC2(CC1)Oc1ccc(F)cc1C(=O)C21CC(c2cccnc2)=NO1 (configuration not stated)	5	4	nt	-11	-0.1	-26	-0.2	-8	-3
O=C(Cn1c(NCCO)nc2ccccc21)c1ccc([N+](=O)[O-])cc1	3	1	3	7	-0.1	30*	-0.4	-10	-1
Cc1ccc(C2=NCCn3nc4cc([N+](=O)[O-])ccc4c32)cc1	1	4	nt	17	-0.3	-5	0.0	-14	-5

Among those listed so far, 3 have an aryl thioether with sulfur outside any ring.
SMILES	D1 agonist	TRHR enhancer	RXFP1 antag	D2 potentiator	D2 agonist	D2 antag	TRHR agonist	D1 antagonist	D1 PAM
CCn1c(SCC(=O)NC(=O)Nc2ccc3c(c2)OCCO3)nnc1-c1cccs1	1	-2	-1	-4	0.1	-14	0.2	31	1
CCOC(=O)c1c(NC(=O)CSc2nnnn2-c2ccc(OC)cc2)sc(C)c1C	1	-5	0	1	-0.2	10	0.3	21	-1
Cc1csc(NC(=O)CSc2[nH]c(=O)ncc2C)n1	27	4	-6	-6	-1.0	-7	0.0	19	-1

This is a random part of the collection; about 7.3% have a hit in one of these screens.
